Source: PubChem BioAssay (National Center for Advancing Translational Sciences (NCATS))
EPAC1 agonist – qHTS for Agonist of cAMP-regulated guanine nucleotide exchange factor 3 (EPAC1): primary screen | Potency, µM (titrated, usually from 154 µM), for the others: at the highest dose activation, usual class: activators | EPAC1 agonist qHTS, biochemical assay; response scale: 100% = response to 6.5 mM cAMP | 0.073% of 360,000 active | Rap guanine nucleotide exchange factor 3 (Homo sapiens), O95398 | AID 720707, 2013; also: potency is read from the fitted curve at half-maximal effect; nearly all actives have a fitted effect of over 60% in size
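Fluorescent GDP-exchange assay: 100 nM EPAC1 with 250 nM Rap1B preloaded with BODIPY-GDP and 50 uM GDP; compounds tested as concentration series, 5 min at room temperature, then read every 5 min for 30 min (ex 480/em 540 nm); normalized to 6.5 mM cAMP.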
PLK1 PBD block – qHTS for Inhibitors of PLK1-PDB (polo-like kinase 1 - polo-box domain): Primary Screen; Serine/threonine-protein kinase PLK1 (Homo sapiens), P53350; Plk1 PBD binding of FITC phosphopeptide, fluorescence polarization; Potency, µM, for the others: max response, negative = inhibition, hits mostly inhibitors; 2.8% of 360,000 active; AID 720504, 2013; also: potency is read from the fitted curve at half-maximal effect; series mostly up to about 57 µM; % is scaled to controls: 0 for no effect and ±100 for the full control effect; nearly all actives have a fitted effect of over 65% in size
HEK293 tox – qHTS of GLP-1 Receptor Inverse Agonists: Cytotox Screen | 0.13% of 410,000 active | HEK293 cAMP-luciferase reporter cells, luminescence, 24 h | Potency, µM (top dose mostly 38.3 µM), for inactives: at the top dose activity change, negative = inhibition, actives largely listed as inhibitors;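 also: loss of luciferase light is scored as toxicity; potency is read from the fitted curve at half-maximal effect; % is scaled to controls: 0 for no effect and ±100 for the full control effect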
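MLSMR compounds, 24 hr on cells at 37 deg C/5% CO2; luminescence after luciferase reagent (12 min RT). Inhibition counted as the undesired cytotoxic outcome.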
IL-2 act – qHTS of IL-2 Activators; 0.065% of 360,000 active; IL-2 activation reporter assay, cell-based qHTS; stimulated with anti-CD3/CD4/CD28 beads; in transgenic mouse T cells; AID 652025, 2013; activation, % (series mostly up to about 46 µM); in the data active = activation above about 50%; inconclusive = mostly about 30% to 49%; also: 0% is about no effect
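Screening format: compound pinned onto unstimulated transgenic mouse T cells, 60 min incubation, then anti-CD3/anti-CD4/anti-CD28 bead stimulation for 18 hours at 37 degrees C, followed by EGFP and DsRed detection.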
PI5P4K alpha inh – qHTS for Inhibitors of phosphatidylinositol 5-phosphate 4-kinase (PI5P4K); PI5P4Kalpha enzyme, ADP-Glo luminescence, 60 min; active compounds read low; max response, %; 1.2% of 330,000 active; active = max response of -50% or lower; inconclusive = between -30% and -50%; inactive = -30% or higher; also: value at the top dose of about 77 µM; % is scaled to controls: 0 for no effect and ±100 for the full control effect
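PI5P4Kalpha ADP-Glo assay; 5 microM ATP final; 60 min RT reaction; HEPES pH 7.4/EGTA/CHAPS, 5% DMSO; controls lacking substrate or enzyme; luminescent end-point.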
EPAC1 antagonist – qHTS for Antagonist of cAMP-regulated guanine nucleotide exchange factor 3 (EPAC1): primary screen; EPAC1 GEF assay, Rap1b-BODIPY-GDP exchange fluorescence; Potency, µM (titrated, usually from 115 µM), without a hit: at the top dose activity change, negative = inhibition, usual class: inhibitors; 0.14% of 360,000 active; AID 720709, 2013;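 also: potency is read from the fitted curve at half-maximal effect; plate controls were vehicle for no effect and positive control for full effect; nearly all actives have a fitted effect of over 50% in size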
PTHR1 ag – qHTS for PTHR1 Agonists: Primary Screen; Parathyroid hormone/parathyroid hormone-related peptide receptor (Homo sapiens), Q03431; Potency, µM (series often up to 115 µM), without a hit: top-dose activation, hits mostly activators; 0.075% of 410,000 active; HEK293 GP2 PTHR1 cells, GloSensor cAMP luminescence, 1 h; also: potency is read from the fitted curve at half-maximal effect; nearly all actives have a fitted effect of over 55% in size; some results filed as inactive show a strong effect at the top dose; inactives centre near -15; many of its hits are not listed in these tables
Target sequence (Q03431 whole entry, looked up): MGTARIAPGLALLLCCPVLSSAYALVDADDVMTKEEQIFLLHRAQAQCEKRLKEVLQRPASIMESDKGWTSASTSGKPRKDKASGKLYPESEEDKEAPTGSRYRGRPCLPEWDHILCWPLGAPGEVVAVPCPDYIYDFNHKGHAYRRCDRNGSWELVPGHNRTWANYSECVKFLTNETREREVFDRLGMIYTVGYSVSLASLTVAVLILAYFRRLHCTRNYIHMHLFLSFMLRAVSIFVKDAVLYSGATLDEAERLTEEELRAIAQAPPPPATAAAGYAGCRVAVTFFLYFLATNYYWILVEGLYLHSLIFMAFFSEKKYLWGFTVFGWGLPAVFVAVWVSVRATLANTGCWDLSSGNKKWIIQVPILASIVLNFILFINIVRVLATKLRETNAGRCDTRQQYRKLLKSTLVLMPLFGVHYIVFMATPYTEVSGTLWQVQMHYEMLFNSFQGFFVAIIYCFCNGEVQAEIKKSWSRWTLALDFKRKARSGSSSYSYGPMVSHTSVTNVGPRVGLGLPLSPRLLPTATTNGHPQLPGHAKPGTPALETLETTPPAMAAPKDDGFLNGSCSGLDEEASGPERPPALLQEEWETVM
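HEK-293-derived GP2 cells expressing PTHR1 and a GloSensor cAMP reporter, 3,000/well, plated overnight, given luciferin plus IBMX (each 0.5 mM as added) for 1 h at 37 °C, then compound for 1 h at 37 °C. Luminescence was read after 15 min at room temperature.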
GLP-1R agonist – qHTS of GLP-1 Receptor Agonists. Glucagon-like peptide 1 receptor (Homo sapiens), P43220. AID 624172, 2012. HEK293 GLP-1R CRE-luciferase, luminescence, 4-6 h; cells express a hypersensitive GLP-1R form. 0.007% of 380,000 active. Potency, µM (top dose mostly 45.6 µM), inactives show top-dose activation, hits mostly activators; also: potency is read from the fitted curve at half-maximal effect; % of control where 0% means no effect
Target sequence (P43220 whole entry, looked up): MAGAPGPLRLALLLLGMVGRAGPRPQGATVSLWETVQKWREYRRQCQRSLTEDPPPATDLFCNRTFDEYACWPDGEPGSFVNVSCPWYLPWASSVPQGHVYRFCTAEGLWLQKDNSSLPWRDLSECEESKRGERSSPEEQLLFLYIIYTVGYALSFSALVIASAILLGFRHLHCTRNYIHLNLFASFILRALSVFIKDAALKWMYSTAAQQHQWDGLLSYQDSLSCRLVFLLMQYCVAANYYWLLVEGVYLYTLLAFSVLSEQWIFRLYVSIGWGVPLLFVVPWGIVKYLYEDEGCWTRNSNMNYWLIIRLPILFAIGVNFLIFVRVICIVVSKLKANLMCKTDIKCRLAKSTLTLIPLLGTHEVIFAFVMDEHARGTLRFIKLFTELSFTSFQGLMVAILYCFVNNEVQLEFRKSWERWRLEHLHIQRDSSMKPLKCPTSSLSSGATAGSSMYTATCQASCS
GLP1R inv ag – qHTS of GLP-1 Receptor Inverse Agonists (Inhibition Mode) | Glucagon-like peptide 1 receptor (Homo sapiens), P43220 | HEK293 GLP-1R CRE-luciferase, luminescence, 24 h; GLP-1R form is constitutively active | Potency, µM (highest dose often 38.3 µM), without a hit: at the top dose activity change, negative = inhibition, most hits filed as inhibitors | 1.6% of 410,000 active | AID 624417, 2012; also: potency is read from the fitted curve at half-maximal effect; % is scaled to controls: 0 for no effect and ±100 for the full control effect; nearly all actives have a fitted effect of over 55% in size
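Using stably transfected HEK293 (constitutively active GLP-1R, cAMP-luciferase reporter), compounds were incubated 24 hr and luciferase measured by luminescence.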
* = called active by the depositor; i = inactive; u = inconclusive; x = no result given; & = joins results of further samples; [ ] = dose if it differs, or a comment. Unless noted, calls follow the shape of the dose curve; as a rule, active = well fitted curve in the direction sought with a large enough effect; inconclusive = small, poorly fitted or top-dose-only effect, or another doubt; inactive = no such curve, though single readings can be large; an effect the other way counts as inactive or inconclusive. These rows are one share of the data. The share of hits here may be higher or lower than overall.

SMILES,EPAC1 agonist,PLK1 PBD block,HEK293 tox,IL-2 act,PI5P4K alpha inh,EPAC1 antagonist,PTHR1 ag,GLP-1R agonist,GLP1R inv ag
Cc1cc(O)c(C(=O)/C=C/c2ccc(C(C)C)cc2)c(=O)o1,-13%,-15%,-1%,-2.7,-63*,-16%,-19%,0%,-27%
CCN1CCN(c2ccc(S(=O)(=O)N3CCOCC3)cc2NC(=O)c2ccc(Cl)s2)CC1,3%,-10%,15%,0.3,-1,4%,i,4%,-13%
CCOC(CNC(=O)CN1C(=O)COc2ccc(S(=O)(=O)N3CC(C)CC(C)C3)cc21)OCC (stereo not given),-8%,-5%,-6%,-0.5,13,u,-14%,-2%,-29%
CC(C)OCCc1cccc[n+]1[O-],2%,-14%,1%,0.4,-10,-4%,-17%,-6%,31%[activator]
CC(C)CCNC(=O)C1CCCCN1S(=O)(=O)c1ccc(F)cc1 (stereo not given),0%,1%,-5%,3.0,x,15%,-24%,-2%,-13%
O=C1OC(/C(=C\NCc2ccccc2)[N+](=O)[O-])c2ccccc21 (stereo not given),-5%,-10%,5%,5.8,-2,-2%,i,1%,9%
CC(O)(c1cccnc1)c1nc(/C=C/c2ccccc2)cs1 (stereo not given),-6%,-20%,1%,-0.2,-13,-12%,-35%,12%,-10%
C#CCn1c(O)c(N=NC(=O)CNC(=O)/C=C/c2ccccc2)c2ccccc21,-4%,u,u,-3.1,-11,-11%,-9%,8%,-29%
Cc1cc(C(=O)COC(=O)Cc2n[nH]c(=O)c3ccccc23)c(C)n1-c1ccc2c(c1)OCCO2,-13%,3%,-6%,-0.3,0,6%,-23%,4%,u
Cc1cccc(NC(=S)N(CCN(C)C)C(C)c2ccccn2)c1 (stereo not given),-1%,-4%,-27%,0.5,x,10%,i,-12%,u
O=C(NC1CCCCC1)N1CCN(Cc2ccco2)CC1,-6%,-1%,8%,-1.7,-6,30%,i,10%,60%[activator]
O=C1CCCN1CCCNS(=O)(=O)c1ccc(Br)cc1,-10%,-14%,-1%,1.4,8,1%,i,0%,4%
Cc1ccc(N2C(=O)[C@@H]3[C@H](C2=O)C2c4ccccc4C=CN2[C@@H]3C(=O)c2ccco2)c(C)c1 (stereo not given in full),4%,27µM*,80%[activator],-0.1,-22,u,i,-7%,1%
Cc1cc(Cl)ccc1OCC(=O)NC(=S)Nc1ccccc1N1CCOCC1,-3%,-7%,-13%,-1.5,8,0%,i,2%,-14%
O=C(Nc1ccccc1C(=O)NCc1cccnc1)c1ccco1,-1%,-7%,-13%,-0.3,0,16%,i,2%,33%[activator]
FC(F)(F)c1cnc(Oc2ccccc2-c2nnco2)c(Cl)c1,2%,-8%,3%,-0.4,0,7%,i,7%,4%
Cc1ccc(C2Nc3cccc4cccc(c34)N2)cc1,-4%,u,-18%,-4.2,-11,-10%,-56%[inhibitor],9%,15%
Cn1cc(C(=O)c2cccc(Cl)c2)cc1C#N,7%,-8%,0%,0.0,3,9%,10%,15%,12%
O=C(NCCCn1ccnc1)C(=O)NCC(c1cccnc1)N1CCN(c2ccc(F)cc2)CC1 (stereo not given),6%,-3%,1%,-2.6,13,-7%,-12%,-1%,4%
NC(=O)CNC(=O)c1cccc(Cl)c1,9%,-8%,1%,-0.2,0,13%,-7%,-2%,4%
NS(=O)(=O)c1ccc(CCNC(=O)CNC(=O)COc2ccccc2)cc1,0%,-8%,7%,4.0,0,u,-12%,-1%,17%
O=C1CN(S(=O)(=O)c2cccc(Cl)c2Cl)CCN1,-1%,-6%,-1%,-2.7,13,-14%,i,7%,3%
CCCCn1c(=O)c(C(=O)OCC)c(O)c2ccccc21,-6%,-8%,54%[activator],-2.5,7,0%,29%,1%,1%
CCc1nnc(NC(=O)CSc2nc3cccnc3n2Cc2ccccc2)s1,-9%,0%,-7%,-2.3,-3,11%,-2%[57.5 µM],5%,2%
COc1cccc(C(=O)Cn2c(=N)n(C)c3ccccc32)c1,1%,-3%,u,-0.4,8,-2%,-4%[57.5 µM],-11%,u
Cc1ccccc1NS(=O)(=O)c1ccc(OCC(=O)N2CCCCC2)cc1,0%,-6%,-10%,-1.1,x,-3%,u,-3%,-28%
COc1cccc(CN2CCc3ccc(NC(=O)CCc4ccc(C)cc4)cc3C2)c1O,-4%,2%,8%,-4.3,-4,-10%,-32%[inhibitor],6%,u
COc1cc(NC(=O)c2ccccc2)c(OC)cc1NC(C)=O,4%,-2%,-11%,-2.6,x,-1%,i,-4%,0%
CC(=O)c1ccc(N2CCN(C(=O)c3cc4c(s3)CCCC4)CC2)cc1,5%,1%,7%,0.0,-14,5%,-29%,17%,-14%
CC1(C(=O)NS(=O)(=O)c2ccccc2Cl)CCN1C(=O)CCc1ccc(Cl)cc1Cl (stereo not given),-6%,3%,1%,1.2,-6,-10%,-17%,-5%,u
Cc1cc(C)n2nc(C(=O)OCC(=O)Nc3ccc(C)c(F)c3)nc2n1,-4%,-15%,4%,-1.1,4,u,u,-3%,5%
COc1cccc(-c2cnc3c(NC(C)=O)cc(-c4ccsc4)cn23)c1,10%,u,-5%,-0.5,-28,-29%,i,0%,-9%
O=C1OCc2cccc([N+](=O)[O-])c21,-4%,-11%,18%,2.4,-6,-5%,i,-12%,0%
COc1ccc(CCN2C(=O)NC(NS(=O)(=O)c3ccccc3)(C(F)(F)F)C2=O)cc1OC (stereo not given),6%,-4%,u,-1.8,1,6%,i,4%,9%
COC(=O)CNC(=O)c1ccccc1,-5%,-10%,3%,0.9,-7,-4%,-14%,2%,-5%
COc1ccc(N=C(C)c2sc3ccccc3c2O)cc1,2%,7%,-4%,-2.8,1,-6%,-5%,5%,26%
c1ccc(CCC2=NCCn3cccc32)cc1,2%&11%,-4%&-3%,0%&-11%,-0.3&-1.7,4,-23%&13%,-20%[57.5 µM],-3%&14%,8%&-15%
CCN(C(=O)c1cc2c(s1)-c1ccccc1S(=O)(=O)C2)c1cc(OC)ccc1OC,-16%,1%,6%,1.4,4,-10%,i,8%,8%
O=C1C=C(c2ccccc2)C[C@@H](c2ccc(Cl)cc2)C1,-7%,u,1%,0.0,0,-10%,-25%,-1%,11%
Cc1cc(O)c(C=Nc2ccc(N3CCOCC3)cc2)c(C)c1Cl,4%,-21%,-5%,-1.9,0,0%,-11%,-3%,7%
Cc1cccc(NC(=O)Nc2c(C)n(C)n(-c3ccccc3)c2=O)c1C,-3%,0%,-5%,0.1,27,-1%,-3%,0%,10%
COC(=O)[C@]1(CC(C)C)N[C@H](c2ccc(SC3CCCCC3)c(OC)c2)[C@@H]2C(=O)N(C)C(=O)[C@@H]21,-13%,-9%,0%,0.6,0,-20%,-18%,0%,u
Cc1ccc2nc(SCCC#N)nc(C)c2c1,-10%,u,-12%,-2.6,-8,13%,-34%[inhibitor],25%,9%
COc1ccc(-c2csc(-n3ncc(C(=O)O)c3C(F)(F)F)n2)cc1,-1%,-8%,-15%,-1.2,-11,-8%,-21%,2%,9%
Cc1ccc(-c2nnn(CC(=O)NC3CCCc4ccccc43)n2)cc1 (stereo not given),2%,-6%,14%,-1.7,-2,-11%,11%,2%,-17%
O=C(NCCCNc1ccc([N+](=O)[O-])cc1Cl)c1ccccc1F,15%,-12%,-8%,-4.1,4,9%,-14%,13%,8%
CCOCCCN(C)C1CCN(S(=O)(=O)c2csc(C(N)=O)c2)CC1,9%,-7%,6%,-1.7,8,5%,-26%,-3%,-13%
O=C(O)CCCC(=O)Nc1ccc(Br)cc1,2%,-2%,-13%,0.4,-2,8%,i,-5%,-12%
COc1ccc(C(=O)N/N=C\c2coc3ccc(Cl)cc3c2=O)cc1,1%,-28%,u,-1.0,-1,-10%,0%,-1%,u
Nc1nc(-c2ccco2)nn1C(=O)c1cccnc1,1%,-10%,3%,6.4,-2,-17%,0%[57.5 µM],2%,1%
COc1ccc(CCNC(=O)C(=O)NCCOc2ccccc2Cl)cc1OC,1%,-2%,-15%,1.3,-4,-9%,i,21%,13%
S=C(NC1CCCCC1)NN1CCCCCC1,3%,-3%,u,-0.6,-6,-22%,i,1%,u
O=C(O)c1ccc(NS(=O)(=O)/C=C/c2ccccc2)cc1,-2%,-7%,2%,0.0,0,8%,i,-6%,0%
COc1ccccc1-c1cc(C(F)(F)F)nc(N2CCN(c3ccccc3)CC2)n1,3%,1%,0%,0.0,x,12%,i,-7%,u
C[C@@H](C(=O)Nc1ccc2c(c1)OCO2)n1c(=O)[nH]c2ccccc2c1=O,-16%,-6%,-10%,-1.3,u,-13%,-14%,-1%,3%
O=C(O)COc1ccc2oc3ccccc3c2c1,-1%,-7%,22%,0.5,0,19%,i,-3%,35%[activator]
